Screening data deposited in PubChem by several laboratories.
PAFAH1B2 FP inh: PAFAH1B2 enzyme inhibitors, primary screen, biochemical, fluorescence polarization, human; recombinant PAFAH1B2, FP-rhodamine activity probe; 340,000 compounds, 1.2% hits; AID 492953, 2010; inhibition, % at 3.39 µM; Platelet-activating factor acetylhydrolase IB subunit alpha2 (Homo sapiens), P68402;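 active = inhibition above the mean of all tested compounds plus 3 SD, cut at about 24% in these data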;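 note: 0% = enzyme with DMSO and 100% = wells lacking PAFAH1B2; many of its hits are not listed in these tables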
Target sequence (P68402 whole entry, looked up): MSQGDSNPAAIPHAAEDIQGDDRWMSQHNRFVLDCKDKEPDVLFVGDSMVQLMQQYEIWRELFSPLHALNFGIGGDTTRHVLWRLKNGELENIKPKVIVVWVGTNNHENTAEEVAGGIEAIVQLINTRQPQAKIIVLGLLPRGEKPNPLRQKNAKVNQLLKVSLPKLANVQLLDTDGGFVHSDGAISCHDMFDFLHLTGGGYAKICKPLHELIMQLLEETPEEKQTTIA
AHR activator: AHR activators, primary screen, cell-based, luminescence, luciferase reporter, human | activation, % at 5 µM | 320,000 compounds, 2.5% hits | AHR-responsive luciferase reporter cells; in the data active = activation above about 47%;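 note: 0% = vehicle wells and 100% = reference agonist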
Fam108B counter: mouse Fam108B serine hydrolase inhibitors, primary screen, counter-screen for RBBP9 inhibitor project, biochemical, fluorescence polarization | recombinant Fam108B, FP-Rh probe fluorescence polarization | inhibition, % at 9.51 µM | 300,000 compounds, 0.33% hits | AID 1947, 2009;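 active = inhibition above the screen mean inhibition plus 3 SD, computed separately per campaign, cut at about 18% in these data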;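 note: inhibitors lower polarization as less probe binds the enzyme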
MCL1 BIM primary: inhibitors of MCL1 binding to BIM-BH3, primary screen, biochemical, fluorescence polarization; Induced myeloid leukemia cell differentiation protein Mcl-1 (Homo sapiens), Q07820; GST-MCL1 / FITC-Bim-BH3 fluorescence polarization; inhibition, % at 10.9 µM; 320,000 compounds, 0.68% hits; AID 2057, 2009;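 active = inhibition above the mean inhibition of all tested compounds plus 3 SD, set per campaign, cut at about 40% in these data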;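 note: 0% = DMSO wells and 100% = unlabeled Bim-BH3 peptide control; higher means more loss of mP so more displacement of Bim peptide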
PME-1 primary: PME-1 inhibitors via competitive probe labeling, primary screen, biochemical, fluorescence polarization, FP-Rh probe, HTS. Protein phosphatase methylesterase 1 (Homo sapiens), Q9Y570. recombinant PME-1. inhibition, % at 5.9 µM. 320,000 compounds, 0.53% hits;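 active = inhibition above the campaign mean of all compounds plus 3 SD, cut at about 26% in these data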;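 note: competitive labeling of PME-1 active site by serine hydrolase directed probe; 0% = PME-1 with DMSO and 100% = wells lacking PME-1 enzyme; inhibitors block probe labeling so polarization falls and inhibition rises; many of its hits are not listed in these tables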
Target sequence (Q9Y570 whole entry, looked up): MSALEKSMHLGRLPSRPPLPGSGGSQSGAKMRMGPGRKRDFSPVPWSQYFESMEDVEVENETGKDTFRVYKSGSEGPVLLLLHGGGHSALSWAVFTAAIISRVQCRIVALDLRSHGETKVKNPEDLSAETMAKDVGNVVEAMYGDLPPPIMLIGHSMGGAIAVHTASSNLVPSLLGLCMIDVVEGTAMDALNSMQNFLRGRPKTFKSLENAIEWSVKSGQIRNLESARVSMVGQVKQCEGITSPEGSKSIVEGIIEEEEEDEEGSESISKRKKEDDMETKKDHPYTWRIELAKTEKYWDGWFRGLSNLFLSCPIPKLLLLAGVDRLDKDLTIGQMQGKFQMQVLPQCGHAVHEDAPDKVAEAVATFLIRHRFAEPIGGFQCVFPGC
pPAFAH inh: pPAFAH enzyme inhibitors, primary screen, biochemical, fluorescence polarization, human; 330,000 compounds, 1.5% hits; inhibition, % at 3.39 µM; Platelet-activating factor acetylhydrolase (Homo sapiens), Q13093; recombinant pPAFAH, FP-rhodamine probe fluorescence polarization;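 active = inhibition above the mean inhibition across the screen plus 3 SD, cut at about 25% in these data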;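 note: inhibitors block binding of the rhodamine activity-based probe so polarization drops; 0% = enzyme with DMSO and 100% = wells lacking pPAFAH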
MEX-5 binding: MEX-5 zinc finger RNA-binding disruptors – biochemical, C. elegans, fluorescence polarization, MLPCN library, primary screen | Zinc finger protein mex-5 (Caenorhabditis elegans), Q9XUB2 | MEX-5/FITC-TCR2 RNA binding; stronger effect = lower value | activity score (negative = inhibition of binding), % at 10 µM | 300,000 compounds, 0.38% hits;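 active = inhibition past about -25% in most replicates, and total fluorescence under double the plate's negative control median, limit read from the data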;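 note: 0% = DMSO and -100% = 5 µM competing unlabeled TCR2 RNA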
GLD-1 TGE inh: GLD-1/TGE RNA complex disruptors, primary screen, biochemical, fluorescence polarization; Female germline-specific tumor suppressor gld-1 (Caenorhabditis elegans), Q17339; inhibition, % at 5.96 µM; purified GLD-1 + fluorescein TGE RNA; 320,000 compounds, 0.44% hits; AID 2280, 2010;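 active = percent inhibition above a per-plate cutoff, the plate mean of test compounds plus 3 SD, cut at about 30% in these data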;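 note: 0% = DMSO wells with GLD-1 and probe and 100% = wells lacking GLD-1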
Target sequence (Q17339 whole entry, looked up): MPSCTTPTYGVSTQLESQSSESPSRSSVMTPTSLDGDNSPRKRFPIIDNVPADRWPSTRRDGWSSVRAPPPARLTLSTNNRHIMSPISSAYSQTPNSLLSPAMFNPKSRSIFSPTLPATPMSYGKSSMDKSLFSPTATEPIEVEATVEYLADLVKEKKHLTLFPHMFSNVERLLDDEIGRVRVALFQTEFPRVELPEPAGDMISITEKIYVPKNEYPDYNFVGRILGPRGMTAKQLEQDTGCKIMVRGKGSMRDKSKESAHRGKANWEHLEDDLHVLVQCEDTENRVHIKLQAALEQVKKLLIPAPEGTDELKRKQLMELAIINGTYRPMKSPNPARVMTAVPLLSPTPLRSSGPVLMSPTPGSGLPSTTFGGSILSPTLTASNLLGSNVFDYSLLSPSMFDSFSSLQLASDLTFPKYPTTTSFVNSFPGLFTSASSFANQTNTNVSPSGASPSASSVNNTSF
Bcl-xL primary: inhibitors of human Bcl-xL, primary screen, biochemical, fluorescence polarization, HTS; Bcl-2-like protein 1 (Homo sapiens), Q07817; GST-Bcl-xL / FITC-Bim BH3 peptide fluorescence polarization; inhibition, % at 10.9 µM; 320,000 compounds, 0.7% hits;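 active = inhibition above the mean of all tested compounds plus 3 SD, cutoff set per campaign, cut at about 30% in these data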;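 note: 0% = DMSO wells and 100% = unlabeled Bim-BH3 peptide competitor; inhibitors lower millipolarization by displacing the labeled peptide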
* = called active by the depositor; nt = not tested or not shown. This is a subset, so the mix of outcomes need not match the whole.

[1] Cc1ccc(Nc2nc(N)c([N+](=O)[O-])c(NCc3ccco3)n2)cc1
[2] O=C(CNS(=O)(=O)c1ccccc1)OCC(=O)c1cccc([N+](=O)[O-])c1
[3] O=C(Cn1nnc2ccccc21)NNC(=O)c1ccccc1
[4] O=C(CCc1nnc(CCc2ccccc2)o1)N1CCCCC1CCn1cccn1 (stereo unspecified)
[5] CC1CC(C)CN(C(=O)CN2CCN(Cc3ccc(Cl)cc3)C2=O)C1 (stereo unspecified)
[6] COc1ccccc1-n1cc(C(=O)NCC(=O)N2CCN(Cc3ccccc3)CC2)c2ccccc2c1=O

assay / compound,1,2,3,4,5,6
PAFAH1B2 FP inh,-3,4,-1,5,8,6
AHR activator,7,2,1,-1,4,1
Fam108B counter,3,-3,2,2,3,-5
MCL1 BIM primary,3,-14,4,0,8,8
PME-1 primary,7,-1,-1,2,1,2
pPAFAH inh,4,-4,-1,-3,-2,-1
MEX-5 binding,2.0,2.7,-1.9,-1.2,-1.0,-2.7
GLD-1 TGE inh,2,6,1,4,3,10
Bcl-xL primary,0,-4,9,-1,5,5

[7] O=C(NCCOc1ccc2ccccc2c1)c1cncc(Br)c1
[8] NC(=O)c1c(NC(=O)Cn2cnc([N+](=O)[O-])n2)sc2c1CCCC2
[9] Cc1ccc(OCCCC(=O)NNC(=O)c2ccncc2)cc1
[10] CCN(CC)CC(C(=O)N(CC)CC)P(=O)(c1ccccc1)c1ccccc1 (stereo unspecified)
[11] COc1ccc(C(=O)Nc2c(C)cc(C)cc2C)cc1OC
[12] O=S(=O)(c1ccc(Cl)cc1)N1CCN2CCCC2C1 (stereo unspecified)

assay / compound,7,8,9,10,11,12
PAFAH1B2 FP inh,-1,3,3,1,-1,27*
AHR activator,6,6,0,1,5,-2
Fam108B counter,-1,1,-2,-2,0,2
MCL1 BIM primary,3,9,-2,2,-5,4
PME-1 primary,-2,0,-3,1,1,-2
pPAFAH inh,2,4,-3,1,0,0
MEX-5 binding,1.5,-0.1,1.9,-2.4,-2.4,-2.4
GLD-1 TGE inh,7,-2,-1,-1,6,4
Bcl-xL primary,6,5,3,2,0,5

[13] Cc1ccc(C)c(NC(=O)CCC(=O)N2CCOc3ccccc32)c1
[14] CCOC(=O)C1=C(C)N(CCCC(=O)O)C(=O)NC1c1ccc([N+](=O)[O-])cc1 (stereo unspecified)
[15] CC1CCN(S(=O)(=O)N2CCCC(C(=O)NCc3ccccc3Cl)C2)CC1 (stereo unspecified)
[16] Cc1cc(C)c2oc(=O)cc(CN3CCCCC3)c2c1
[17] CCn1c2ccccc2c2cc(/C=N/NC(=O)c3ccc(O)cc3)ccc21
[18] Oc1cccc(Nc2nc(-c3ccccc3Cl)nc3ccccc23)c1

assay / compound,13,14,15,16,17,18
PAFAH1B2 FP inh,-2,-6,11,10,-5,-2
AHR activator,3,2,1,3,22,13
Fam108B counter,3,0,-1,3,-9,7
MCL1 BIM primary,3,1,-2,6,13,6
PME-1 primary,5,-4,5,-7,-10,2
pPAFAH inh,1,0,4,1,-6,8
MEX-5 binding,1.9,-0.2,2.8,-0.7,8.2,0.2
GLD-1 TGE inh,7,2,-3,2,0,-2
Bcl-xL primary,2,6,2,7,-2,4

[19] CN(CC(=O)Nc1cccc(F)c1)C(=O)c1ccc(S(=O)(=O)N2CCCC2)cc1
[20] O=S(=O)(c1ccccc1)c1cnn2c(C(F)(F)F)cc(-c3ccc(F)cc3)nc12
[21] Cc1cc(OCC(=O)NC2CCCCC2)ccc1Cl
[22] CC(C)(Oc1cccc2ccccc12)C(=O)O
[23] COc1cc(OC)c(S(=O)(=O)Nc2ccc(C)cn2)cc1NC(C)=O
[24] CC1CN(C(=O)COC(=O)COc2ccc(C#N)cc2)CC(C)O1 (stereo unspecified)

assay / compound,19,20,21,22,23,24
PAFAH1B2 FP inh,6,4,-2,0,4,5
AHR activator,0,0,0,-1,5,-2
Fam108B counter,nt,3,2,1,-1,1
MCL1 BIM primary,6,-4,-1,6,8,2
PME-1 primary,10,8,-5,-4,2,0
pPAFAH inh,0,0,3,10,0,4
MEX-5 binding,nt,1.6,0.6,-0.3,-5.4,0.2
GLD-1 TGE inh,10,3,-2,1,0,4
Bcl-xL primary,2,3,5,1,3,6

[25] O=C(OCC(=O)N1CCCC1)c1ccc(Cl)c([N+](=O)[O-])c1
[26] CC(C)CC(=O)Nc1ccc(C(=O)Nc2cccc(O)c2)cc1
[27] COc1ccc(/C=N/NC(=O)c2ccoc2C)cc1O
[28] Cc1ccc(-n2nc3c(c2NC(=O)c2cccs2)CSC3)cc1
[29] CC(=O)Nc1ccc(NC(=O)c2ccc(COc3ccc4c(C)cc(=O)oc4c3)cc2)cc1
[30] Cc1ccc(N2C(=O)N(CC(=O)Nc3ccc(C)c(C)c3)C(=O)C2C)cc1 (stereo unspecified)

assay / compound,25,26,27,28,29,30
PAFAH1B2 FP inh,1,4,10,-9,nt,-3
AHR activator,-1,1,6,4,2,1
Fam108B counter,0,1,3,-21,-11,0
MCL1 BIM primary,7,0,-3,0,-4,-12
PME-1 primary,-8,1,0,-34,-16,3
pPAFAH inh,0,-3,1,-5,-12,-5
MEX-5 binding,0.4,-2.5,-3.6,2.0,-2.0,-0.3
GLD-1 TGE inh,3,10,9,-5,6,8
Bcl-xL primary,5,8,-4,1,3,-6

Compounds above containing a Cl atom, in the order listed:
[5] CC1CC(C)CN(C(=O)CN2CCN(Cc3ccc(Cl)cc3)C2=O)C1 (stereo unspecified)
[12] O=S(=O)(c1ccc(Cl)cc1)N1CCN2CCCC2C1 (stereo unspecified)
[15] CC1CCN(S(=O)(=O)N2CCCC(C(=O)NCc3ccccc3Cl)C2)CC1 (stereo unspecified)
[18] Oc1cccc(Nc2nc(-c3ccccc3Cl)nc3ccccc23)c1
[21] Cc1cc(OCC(=O)NC2CCCCC2)ccc1Cl
[25] O=C(OCC(=O)N1CCCC1)c1ccc(Cl)c([N+](=O)[O-])c1

assay / compound,5,12,15,18,21,25
PAFAH1B2 FP inh,8,27*,11,-2,-2,1
AHR activator,4,-2,1,13,0,-1
Fam108B counter,3,2,-1,7,2,0
MCL1 BIM primary,8,4,-2,6,-1,7
PME-1 primary,1,-2,5,2,-5,-8
pPAFAH inh,-2,0,4,8,3,0
MEX-5 binding,-1.0,-2.4,2.8,0.2,0.6,0.4
GLD-1 TGE inh,3,4,-3,-2,-2,3
Bcl-xL primary,5,5,2,4,5,5

The listing picks up with the three entries that preceded the break.
[28] Cc1ccc(-n2nc3c(c2NC(=O)c2cccs2)CSC3)cc1
[29] CC(=O)Nc1ccc(NC(=O)c2ccc(COc3ccc4c(C)cc(=O)oc4c3)cc2)cc1
[30] Cc1ccc(N2C(=O)N(CC(=O)Nc3ccc(C)c(C)c3)C(=O)C2C)cc1 (stereo unspecified)
[31] CC1CCN(S(=O)(=O)c2ccc(N=NC3=C(O)CC(C)(C)CC3=O)cc2)CC1
[32] O=C(Nc1ccncc1)C1CCN(S(=O)(=O)c2cccc(C(F)(F)F)c2)CC1
[33] O=C(CCN1C(=O)/C(=C/c2ccccc2F)SC1=S)Nc1ccccn1
[34] COc1ccccc1C(=O)NCCn1cc(SCC(=O)NCc2ccco2)c2ccccc21
[35] O=C(NCCCN1CCCC1=O)c1ccc(OC(F)(F)F)cc1
[36] Cc1onc(-c2ccccc2Cl)c1C(=O)Nc1ccccc1N1CCOCC1

assay / compound,28,29,30,31,32,33,34,35,36
PAFAH1B2 FP inh,-9,nt,-3,45*,1,-2,-2,4,1
AHR activator,4,2,1,-4,5,1,2,3,2
Fam108B counter,-21,-11,0,6,nt,-5,1,-6,-3
MCL1 BIM primary,0,-4,-12,10,-2,6,3,5,6
PME-1 primary,-34,-16,3,-5,1,1,6,-4,1
pPAFAH inh,-5,-12,-5,3,-6,2,3,2,1
MEX-5 binding,2.0,-2.0,-0.3,1.0,nt,-0.1,-0.4,-3.2,0.0
GLD-1 TGE inh,-5,6,8,-2,2,1,9,4,1
Bcl-xL primary,1,3,-6,8,-3,7,0,2,7

[37] O=C(c1cc(COc2ccc(F)cc2Cl)on1)N1CCCC(OCc2cccnc2)C1 (stereo unspecified)
[38] COc1nc(C#N)nc(N(C)C)n1
[39] COc1ccc(NC(=O)CCc2ccccc2)cc1S(=O)(=O)N1CCCCC1
[40] O=[N+]([O-])c1ccc(NCCCNS(=O)(=O)c2ccccc2)cc1
[41] CN1C(=O)CSC1=S
[42] O=C(O/N=C/c1ccc(Cl)cc1)C1CCCCC1

assay / compound,37,38,39,40,41,42
PAFAH1B2 FP inh,-1,5,4,-3,7,94*
AHR activator,1,-1,0,2,-4,5
Fam108B counter,1,4,nt,-3,0,4
MCL1 BIM primary,10,-2,-13,2,8,0
PME-1 primary,-2,1,0,-4,-3,-5
pPAFAH inh,-1,-2,2,19,1,5
MEX-5 binding,-1.4,0.6,nt,2.7,2.1,-1.8
GLD-1 TGE inh,0,1,1,-1,3,-8
Bcl-xL primary,5,2,-2,3,3,1

[43] Cc1cc(C)c(Cn2c3ccccc3c3cnn(CC(=O)NCc4ccccn4)c(=O)c32)c(C)c1
[44] COc1ccc(NC(=S)N2CCCN(Cc3cc(C)ccc3C)C2)cc1
[45] CC(C)CCSc1nc(N)c(C#N)cc1C#N
[46] CCCCc1nc(Cl)c(C#N)c2c1CCC2
[47] CC(=O)N/C(=C/c1ccc(OS(=O)(=O)c2ccc(C)cc2)cc1)C(=O)NCCO
[48] CC(C)[C@H]1C=C(C(=O)O)O[C@@H](OCc2ccc(CO)cc2)C1

assay / compound,43,44,45,46,47,48
PAFAH1B2 FP inh,2,7,3,nt,9,-3
AHR activator,-1,-1,1,-1,0,0
Fam108B counter,-3,-1,0,3,3,6
MCL1 BIM primary,-11,5,24,0,4,-7
PME-1 primary,-4,4,8,2,-2,-3
pPAFAH inh,21,4,11,5,2,8
MEX-5 binding,-1.0,-1.0,2.3,-2.4,-0.8,4.7
GLD-1 TGE inh,17,4,15,4,7,13
Bcl-xL primary,-4,-2,18,-1,4,4

[49] Cc1ccc(Cn2c(C3CCCN3c3nc(C)cs3)nc3cc(C(=O)NCCCO)ccc32)cc1 (stereo unspecified)
[50] COc1cc(/C=N/Nc2ccc(Cl)nn2)cc(OC)c1O
[51] CCOC(=O)C(=O)N(Nc1ccccc1C)c1ccccc1C
[52] CC(C)CCNC(=O)COc1ccc(C(=O)c2ccccc2)cc1

assay / compound,49,50,51,52
PAFAH1B2 FP inh,1,4,-1,6
AHR activator,3,11,2,1
Fam108B counter,1,4,-1,3
MCL1 BIM primary,7,12,8,-1
PME-1 primary,-2,-1,-4,0
pPAFAH inh,5,-5,1,0
MEX-5 binding,0.2,-2.8,0.5,-0.6
GLD-1 TGE inh,5,-1,12,2
Bcl-xL primary,8,8,6,2
